# NF-kB neuron act: compounds increasing NF-kB expression in human neuronal cells; 1.6% of 190,000 active; NF-kB reporter expression; stronger effect = higher value; fold change at 12.5 µM; in the data active = fold change above about 3.3
# FLuc inhib CS: inhibits firefly luciferase, flagging false hits in luciferase inhibition screens; 1.5% of 200,000 active; ATPLite firefly luciferase biochemical luminescence, 10 min; AID 1006; P08659; inhibition, % at 10 µM;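 active = inhibition above about 50% when tested at 10 µM, limit read from the data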
# Target sequence (P08659 whole entry, looked up): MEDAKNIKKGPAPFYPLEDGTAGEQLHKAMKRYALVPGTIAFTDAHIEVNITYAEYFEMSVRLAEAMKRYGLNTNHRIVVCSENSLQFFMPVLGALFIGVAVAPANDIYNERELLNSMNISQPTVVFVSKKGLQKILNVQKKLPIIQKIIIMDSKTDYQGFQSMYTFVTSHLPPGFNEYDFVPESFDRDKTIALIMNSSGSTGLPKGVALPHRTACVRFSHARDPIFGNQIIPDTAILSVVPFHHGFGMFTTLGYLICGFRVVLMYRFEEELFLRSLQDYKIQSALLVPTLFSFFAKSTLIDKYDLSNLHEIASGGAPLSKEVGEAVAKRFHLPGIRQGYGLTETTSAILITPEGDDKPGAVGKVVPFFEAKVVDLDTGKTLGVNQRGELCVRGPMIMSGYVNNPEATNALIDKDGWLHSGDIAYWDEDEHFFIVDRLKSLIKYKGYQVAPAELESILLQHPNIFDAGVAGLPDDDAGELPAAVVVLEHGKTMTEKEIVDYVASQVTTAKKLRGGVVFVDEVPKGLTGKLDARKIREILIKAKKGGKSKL
# APP 5UTR inh: APP translation inhibition; SH-SY5Y APP 5'UTR-luciferase reporter, luminescence; inhibition, % at 2 µM; 0.82% of 190,000 active; AID 1285;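 active = inhibition above a set limit, derived from the sample mean plus 3 SD, cut at about 45% in these data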; note: values of inactives mirror those of a sister screen read the other way
# STAT3 activator: increases IL-6 driven STAT3 reporter signal. U3A cells, IL-6 STAT3-luciferase reporter, luminescence; 100% = signal with IL-6 EC80 alone. activation (% of control), % at 5.6 µM. 0.91% of 190,000 active;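 active = activation above the screen-wide mean of compound activation plus 3 SD, cut at about 130% in these data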;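 note: 0% = background luminescence of wells with medium and substrate only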
#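 system = STAT3-luciferase reporter U3A cells | reagent = IL-6 stimulus at 33 ng/mL final | timing = 1 h compound pre-exposure, 6 h IL-6 stimulation, 37 °C | measured by = luminescence | evaluation = % activation versus median of IL-6-stimulated wells | control set = IL-6-only wells as 100% reference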
# STAT1 activator: STAT1 signaling activation; NIH 3T3 STAT1-luciferase reporter, IFN-gamma, luminescence; 100% = IFN-gamma alone, no compound; activation (% of control), % at 5.5 µM; 2.6% of 200,000 active;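 active = activation above the screen-wide mean activation plus 3 SD, cut at about 130% in these data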;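 note: raw ratio to IFN-gamma control signal so 100% means no change and 0% no light; values of inactives mirror those of a sister screen read the other way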
# APP 5'UTR act: activates APP 5'UTR luciferase reporter. SH-SY5Y APP 5'UTR luciferase reporter, luminescence; zero percent = DMSO vehicle wells. activation, % at 2 µM. 1% of 190,000 active. AID 1276;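 active = activation above a set limit, based on mean plus 3 SD of controls, cut at about 140% in these data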; note: values of inactives mirror those of a sister screen read the other way
# ROMK primary: modulators of human ROMK potassium channel; Tet-inducible ROMK, thallium flux fluorescence; actives lie on both sides; B-score at 10 µM; 2% of 130,000 active;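 active = signal ratio slope over the read window, or its plate-corrected B-score, at least 3 SD from the plate mean, either direction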;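 note: B-score of the F/F0 ratio slope over 7 to 12 s after thallium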
# Target sequence (P48048 whole entry, looked up): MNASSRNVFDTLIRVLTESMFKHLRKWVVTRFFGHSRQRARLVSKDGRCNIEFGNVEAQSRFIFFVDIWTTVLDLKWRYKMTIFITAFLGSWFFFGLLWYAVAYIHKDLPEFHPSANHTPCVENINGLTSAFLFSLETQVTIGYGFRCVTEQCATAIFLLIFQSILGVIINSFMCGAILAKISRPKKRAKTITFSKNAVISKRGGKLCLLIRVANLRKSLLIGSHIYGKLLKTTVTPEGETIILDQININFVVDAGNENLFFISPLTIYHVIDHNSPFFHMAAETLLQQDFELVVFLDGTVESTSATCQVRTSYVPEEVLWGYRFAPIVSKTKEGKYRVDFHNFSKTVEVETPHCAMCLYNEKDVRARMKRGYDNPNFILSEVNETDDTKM
# STAT3 blocker: inhibitors of IL-6 induced STAT3 signaling | U3A cells, IL-6 STAT3-luciferase reporter, luminescence; host cell line lacks STAT1 | inhibition, % at 5.5 µM | 0.89% of 190,000 active | AID 862;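 active = inhibition above the mean inhibition across all screened compounds plus 3 SD, cut at about 44% in these data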;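 note: 0% = DMSO only wells and 100% = 100 µM nifuroxazide control wells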
# STAT1 blocker: STAT1 signaling inhibition; NIH 3T3 STAT1-luciferase reporter, IFN-gamma, luminescence; inhibition, % at 5.5 µM; 0.35% of 200,000 active;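 active = inhibition above a set limit, the mean inhibition across all tested compounds plus 3 SD, cut at about 34% in these data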;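 note: 0% = IFN-gamma with DMSO and 100% = IFN-gamma with 300 µM nifuroxazide; values of inactives mirror those of a sister screen read the other way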
# FLuc stim CS: affects firefly luciferase, flagging false hits in luciferase stimulation screens; activation factor at 10 µM; ATPlite luciferase biochemical, luminescence, 10 min; 0 = ATP-free wells, 1 = DMSO control; 200,000 tested, under 10 active;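 active = luciferase activation factor, scaled between plate controls, of at least 2 with compound at 10 µM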
#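 Assay system: Luciferase/luciferin detection reagent, cell-free biochemical luciferase assay / Also added: ATP substrate / Schedule: 10 min at ambient temperature / Measured by: luminescence measurement of luciferase light output / Benchmarks: low control with PBS replacing ATP, high control enzyme plus ATP without compound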
# Starred values were filed as active, the others as inactive; . = not tested or not shown.
compound	NF-kB neuron act	APP 5UTR inh	APP 5'UTR act	FLuc stim CS	STAT1 blocker	STAT1 activator	STAT3 activator	ROMK primary	STAT3 blocker	FLuc inhib CS
CN(Cc1cc2cc(F)ccc2[nH]1)Cc1nc(-c2cnccn2)no1	1.1	-7	7	1.1	-3	100	113	0.17	-8	-7
CN(C)S(=O)(=O)Oc1ccc(C(=O)Nc2ccc([N+](=O)[O-])cc2)cc1	1.1	-44	44	1	7	93	73	2.1	35	0
CCCOc1ccc(/C(O)=C2/C(=O)C(=O)N(CCN(C)C)C2c2ccc(O)c(OC)c2)cc1 (configuration not stated)	0.83	0	0	1.1	6	93	105	-0.017	-2	-7
COc1ccc2oc(C(=O)OCc3c(C)noc3C)c(C)c2c1	1.5	-10	10	1	-5	103	80	1.6	27	1
O=C(CCCc1nc2ccccc2s1)Nc1ccc(N2CCOCC2)cc1	1.3	5	-5	1.1	-5	104	99	-0.41	4	-8
CN(C)c1ccnc(Oc2ccccc2)c1C#N	1.8	4	-4	1	2	99	89	.	14	-1
CCCNS(=O)(=O)c1ccc(OCC(=O)NCCC2=CCCCC2)cc1	1	.	.	1	3	96	104	0.024	-5	0
COc1cc(NC(=O)c2cc(C)on2)cc(OC)c1OC	0.86	10	-10	1	8	93	90	.	15	-3
Cc1cc(C(=O)Nc2nc(C)c(C(=O)N(C)C)s2)ccc1[N+](=O)[O-]	1.1	-104	104	0.8	-50	150*	78	0.0028	25	20
CSc1nc2c(c(=O)n1-c1ccccc1)SCC2	1	-14	14	1.1	2	99	94	-0.58	10	-8
CC1(C)NC(=O)N(CCOc2ccc3c(c2)CCC3)C1=O	1	12	-12	1.1	7	95	98	.	9	-6
C=CCn1c(CCNC(=O)c2cccs2)nnc1SCC(=O)c1cccc([N+](=O)[O-])c1	1	2	-1	1.1	1	99	101	0.013	-1	-7
CCN(CC)S(=O)(=O)c1cccc2cccnc12	0.9	-9	9	1	1	99	102	-0.02	-6	-5
CC(C(=O)Nc1sccc1C(N)=O)N1C(=O)C2CC=CCC2C1=O (configuration not stated)	1.3	0	0	1	1	99	97	.	13	3
O=Cc1c(N2CCOCC2)nc2ccccn2c1=O	1.1	0	0	1.1	-5	104	97	-0.59	6	-5
CCOC(=O)Cn1c(C)cc(COC)c(C#N)c1=O	1.1	-3	3	1.1	-5	103	106	-0.79	0	-10
Cc1onc(-c2ccccc2Cl)c1C(=O)Nc1ccc(-c2nnc3n2CCCCC3)cc1	0.83	4	-4	1	0	100	101	.	7	-5
O=C(c1ccc(Cl)s1)N1CCN(c2nc3ccccc3s2)CC1	0.85	2	-2	1	12	89	74	.	36	-4
COc1ccc(C2NC(=O)c3ccccc3O2)cc1OC (configuration not stated)	1.1	-6	6	1.1	6	91	98	-1.5	4	-7
C=CCn1c(SCC(=O)N2CCOCC2)nc2sc3c(c2c1=O)CCCC3	0.33	-7	7	1.1	11	92	96	-1.4	7	-10

# Single values from above.
# For NF-kB neuron act, `CN(Cc1cc2cc(F)ccc2[nH]1)Cc1nc(-c2cnccn2)no1` shows 1.1
# For FLuc inhib CS, `O=C(c1ccc(Cl)s1)N1CCN(c2nc3ccccc3s2)CC1` shows -4

# Carrying on.
compound	NF-kB neuron act	APP 5UTR inh	APP 5'UTR act	FLuc stim CS	STAT1 blocker	STAT1 activator	STAT3 activator	ROMK primary	STAT3 blocker	FLuc inhib CS
Cc1ccc2c(c1)c1c(n2CC(O)Cn2c(C)nc3ccccc32)C(=O)CCC1 (configuration not stated)	0.59	-8	8	1.1	0	100	103	.	-4	-5
O=c1c2ccccc2nc(-c2ccco2)n1Cc1ccccc1	2.3	-79	79	1	-30	128	129	.	-29	3
O=C(CN1CCCC1)Nc1c2c(cc3c1CCC3)CCC2	1.2	5	-5	1	2	100	98	-0.15	0	2
CCCCCCn1c(=O)c(Cc2ccccc2)c(O)c2ccccc21	0.98	-4	4	1	-4	104	102	0.76	0	-2
CNC(=O)c1c(Br)cnn1-c1ccc(C)cc1	2.9	-130	130	0.8	-60	152*	97	-0.0071	8	18
C=CCn1c(COc2cccc3ccc(C)nc23)nnc1SCC(=O)O	0.99	-2	2	1.1	-6	106	103	0.78	1	-8
O=C(O)c1ccc(Cl)c2c1C1C=CCC1C(c1ccccn1)N2 (configuration not stated)	1.3	13	-13	1	-2	102	100	.	5	2
O=C(NCCCn1ccnc1)/C(=C\c1cccs1)NC(=O)c1ccco1	1.1	0	0	1.1	1	99	96	-0.35	7	-9
O=C(/C=C/c1cc([N+](=O)[O-])ccc1OC(F)F)Nc1ccc(OC(F)F)cc1	1	3	-3	1.1	0	99	88	-0.91	20	-9
Cc1ccc(N2C(=O)C(Cc3ccccc3)NC2=S)cc1 (configuration not stated)	1.4	-22	23	1	2	101	103	.	6	-4
COc1ccccc1NC(=S)N(CCCN1CCOCC1)Cc1cn(C)c2ccccc12	0.77	-14	14	1.1	-1	101	102	-0.49	-5	-8
O=C1Nc2ccc([N+](=O)[O-])cc2OC1CCN1CCN(Cc2ccc3c(c2)OCO3)CC1 (configuration not stated)	0.79	-5	5	1.1	8	90	101	-0.35	4	-9
Cn1c(CSc2ncccn2)nnc1SCC(=O)N1CCCCC1	1.2	2	-2	1.1	-3	104	97	-0.27	10	-10
CCC(=O)Nc1ccc(Nc2nc(C)c([N+](=O)[O-])c(Nc3ccc(NC(=O)CC)cc3)n2)cc1	0.46	-5	5	1	6	95	93	.	3	-5
CCOC(=O)c1cnc(SCC(=O)Nc2ccc(N3CCOCC3)c(Cl)c2)nc1N	1.2	0	0	1	0	100	93	.	13	0
CCN1CCN(C(c2ccccn2)c2c(NC(=O)c3ccccc3)sc(C)c2C)CC1 (configuration not stated)	0.72	-8	8	1	11	90	104	-0.5	0	-2
N#Cc1nc(Cc2ccccc2)oc1N1CCN(c2ccccc2)CC1	1.4	-13	13	1	-3	103	105	-0.24	-1	-2
Cc1cc2nc(C)c(Cc3ccccc3)c(=O)n2[nH]1	1.3	-14	14	1	-4	104	103	1	-3	-4
C=CCn1c(N)c(C(=O)NCCC2=CCCCC2)sc1=S	1.5	-38	38	1	-25	123	97	.	8	-4
O=C(O)C(Cc1c[nH]c2ccccc12)NS(=O)(=O)c1ccc(Cl)cc1 (configuration not stated)	0.85	-12	13	1	3	96	116	-2	-10	-1

# A draw from above in order of number of heavy atoms, high to low:
compound	NF-kB neuron act	APP 5UTR inh	APP 5'UTR act	FLuc stim CS	STAT1 blocker	STAT1 activator	STAT3 activator	ROMK primary	STAT3 blocker	FLuc inhib CS
Cc1onc(-c2ccccc2Cl)c1C(=O)Nc1ccc(-c2nnc3n2CCCCC3)cc1	0.83	4	-4	1	0	100	101	.	7	-5
CCCNS(=O)(=O)c1ccc(OCC(=O)NCCC2=CCCCC2)cc1	1	.	.	1	3	96	104	0.024	-5	0
COc1ccc(C2NC(=O)c3ccccc3O2)cc1OC (configuration not stated)	1.1	-6	6	1.1	6	91	98	-1.5	4	-7

# Other structures
compound	NF-kB neuron act	APP 5UTR inh	APP 5'UTR act	FLuc stim CS	STAT1 blocker	STAT1 activator	STAT3 activator	ROMK primary	STAT3 blocker	FLuc inhib CS
CC(C)n1nc(C(=O)Nc2ccccc2N2CCOCC2)c2ccccc2c1=O	1.2	3	-3	0.9	-2	102	96	.	5	7
CCn1c2ccccc2c2cc(NC(=O)c3ccc(Br)o3)ccc21	0.98	.	.	0.9	3	94	102	0.7	-3	12
Cc1ccc(/C(O)=C2\C(=O)C(=O)N(CC(C)O)C2c2ccccn2)cc1 (configuration not stated)	1.1	-16	16	1	0	99	99	0.26	3	-3
CCCCCOC(=O)Cn1c(N2CCCCCC2)nc2c1c(=O)[nH]c(=O)n2C	0.82	-3	3	1	-1	101	100	.	4	-4
COc1ccc(C(C)=O)cc1Cn1nc(C)c([N+](=O)[O-])c1C	1.2	12	-12	1	9	92	109	-0.28	-12	-3
CCC(Sc1nncn1C)C(=O)Nc1ccccc1OC (configuration not stated)	0.93	3	-3	1	5	95	104	.	-3	-4
CC1=C(C(=O)OCC(C)C)C(c2ccc(Br)s2)NC(=O)N1 (configuration not stated)	1	2	-2	1.1	-3	101	95	0.22	12	-6
Cc1ccc(C23CC4CC(CC(C(=O)N5CCOCC5)(C4)C2)C3)cc1	1.2	-13	13	1.1	-1	101	95	-0.51	6	-11
CN(C)/C=N/c1nc2nccc(-c3cccc(Cl)c3)n2n1	1	-6	6	1	-2	103	94	0.51	8	-4
Fc1ccc(OCc2nc(-c3ccc(Br)o3)no2)c(F)c1	1.6	-2	1	1	-5	105	107	.	-4	-2
Cc1cc(N2CCOCC2)nc2ccc(NC(=S)N3CCN(c4ccccc4)CC3)cc12	1.5	-10	10	1.1	8	92	82	-0.28	25	-8
COc1ccc(N2CCN(CCCNC(=O)CN3CCN(Cc4ccccc4C)C3=O)CC2)cc1	1.1	-1	1	1	0	100	102	-0.69	1	-3
CCN(CC)C(=O)CN(C#N)c1nc(C)cc(C)n1	0.98	-20	20	1.1	-3	102	96	.	4	-7
Cc1csc(N(C)C(=O)CSc2nnc(COc3cccc4ccccc34)o2)n1	1.1	14	-14	1	4	97	91	.	17	-4
CCOc1cc(CNCCO)ccc1OCC(=O)NC(C)(C)C	1	-9	9	1	-2	99	89	-0.34	17	-1
Clc1nc2ccccc2cc1/C=N/Nc1nc2ccccc2[nH]1	1.4	-104	104	0.1	-2	101	108	0.66	-5	88*
O=C(Nc1ccsc1C(=O)N1CCCCCC1)c1ccccc1	1	4	-4	1	-2	102	86	.	26	-4
CC(C)(C)c1ccc(/C=N/NC(=S)NC2CCCCC2)cc1	1.2	16	-16	1	2	98	109	0.045	-12	-1
CCNC(=O)Nn1c(-c2ccccc2)nc2ccccc2c1=O	0.95	-15	15	0.9	4	92	104	.	5	6
COc1ccccc1CNC(=O)CCC(=O)Nc1nnc(C)s1	1.1	-10	10	1.1	3	98	99	0.57	8	-6
O=C(O)c1ccc(Sc2ccccn2)c([N+](=O)[O-])c1	1.1	0	0	1	-1	98	102	0.0078	2	-1
CCCCSCCCNC(=O)Nc1ccc(C)c(C)c1	1.3	-16	16	1	0	98	101	0.65	6	-5
COc1ccc(N2C(=O)CC(N3CCCCC3)C2=O)cc1 (configuration not stated)	0.99	-15	15	1.1	-15	113	101	-0.43	1	-6
Cc1cc(Cl)ccc1NC(=O)CCC(=O)N/N=C/c1cc([N+](=O)[O-])ccc1O	2	5	-5	0.9	8	92	92	0.02	12	6
O=C(CSc1nnc(-c2c[nH]c3ccccc23)o1)N(Cc1ccccc1)c1ccc(F)cc1	0.73	-10	10	1	4	96	87	.	18	1
CCn1cc(/C=C2/SC(=S)NC2=O)c(C)n1	1	-12	12	0.8	-2	102	94	0.82	6	20
O=C(NCc1ccc2c(c1)OCO2)c1ccc(CS(=O)(=O)c2cccc(C(F)(F)F)c2)o1	1.1	12	-12	1	-1	101	98	.	12	-1
CCOC(=O)N1CCN(C(=O)c2ccc(Cn3c(=S)[nH]c4cc5c(cc4c3=O)OCO5)cc2)CC1	0.57	-6	6	1.1	64*	42	74	.	35	-9
COc1nc(OC)nc(N2CCC(C(=O)Nc3cccc4c3CCCC4)CC2)n1	0.95	7	-7	1	1	100	104	0.046	-2	-2
COc1cccc(C(=O)NC(=S)Nn2cnnc2)c1OC	1.1	-18	18	1	-16	112	101	0.11	0	-3
CCOC(=O)N1CCN(C(=O)c2oc(=O)c3ccccc3c2-c2ccc(C)cc2)CC1	0.88	-22	22	1.1	3	97	108	.	-4	-6
